Platelet DG rel – platelet dense granule release activity; human platelet-rich plasma, SFLLRN dense granule ATP release, luminescence; inhibition, %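 (compounds screened at 7.5 µM in platelet-rich plasma)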; hit rate 0.22% among 300,000; AID 1663;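 active means mean replicate score, as percent of positive control, at or above 50; inconclusive means mean below 50 but at least one replicate at or above 50; inactive means mean and every replicate below 50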
aSyn 5UTR inh – 5' untranslated region of α-synuclein, MLPCN primary screen; alpha-synuclein 5'UTR reporter, inhibitor activity; inhibition, % (tested at 7.5 µM); hit rate 0.82% among 300,000; AID 1813; in the data active means inhibition above about 60%; inconclusive means no clear call, values can overlap the other calls;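 further: H4 neuroglioblastoma cells stably carrying SNCA 5'UTR luciferase fusion; 0% = DMSO wells and 100% = positive control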
HSP90 inh – HSP90 refolding inhibition in rabbit reticulocyte lysate | hit rate 0.91% among 290,000 | inhibition, % at 5.6 µM | luciferase refolding luminescence, 3 h;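 active means inhibition above the screen-wide mean plus 3 SD, computed separately per campaign, cut at about 16% in these data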;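 further: 0% = DMSO wells and 100% = 60 µM geldanamycin wells; inhibitors lower the luminescence because luciferase stays unfolded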
IEC-6 tox – counter-screen for KLF5 inhibitors: cytotoxicity in IEC-6 cells; inhibition, % at 5 µM; hit rate 0.78% among 290,000; IEC-6 cytotoxicity, luminescence viability; AID 1825; in the data active means inhibition above about 22%;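 further: 0% = plate median of test compound wells and 100% = cytotoxic reference compound wells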
HIF act – HIF pathway transcriptional activation | activation, % at 7.5 µM (by protocol) | hit rate 0.32% among 300,000 | AID 1910 | U2OS HRE-luciferase reporter, luminescence; normalized: DMSO 0%, desferrioxamine 100%;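 active means mean activation of at least 10% of the iron chelator positive control signal, with at least half of replicates also reaching 10%; inconclusive means mean and replicate majority disagree about reaching 10%; inactive means mean and most replicates under 10%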
SKKanGAS inh – blocks kanamycin growth of S. pyogenes SKKanGAS strain; BacTiter-Glo, 6 h; inhibition, % at 7.5 µM; hit rate 1.3% among 300,000; AID 1662;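 active means mean replicate score, as percent of positive control median, at least 50; inconclusive means mean below 50 but one replicate at or above 50; inactive means mean and every replicate below 50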;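 further: strain carries kanamycin resistance gene driven by streptokinase promoter and grows in 40 µg/ml kanamycin; loss of luminescence reflects streptokinase promoter inhibition or plain growth inhibition; 0% = median of DMSO wells and 100% = positive control at its reference dose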
HSF-1 act – increases HSF-1 driven luciferase reporter signal | NIH3T3-HGL HSF-1 luciferase reporter, MG132, 8 h; 100% = twice DMSO control signal | activation, % at 9 µM | hit rate 1.7% among 300,000 | AID 504408;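 active means mean replicate activation of at least 50% with a set share of replicates each reaching 50%; inconclusive means only one of those two conditions met; inactive means mean below 50% and too few replicates reaching it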;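 further: 0% = median of the neutral control wells and 100% = twice that signal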
HSF1 inhib – HSF1 inhibition; activity change, negative = inhibition, % at 7.5 µM (by protocol); AID 2098; hit rate 0.77% among 300,000; NIH3T3-HGL HSE-luciferase, MG132-induced, luminescence 8 h; stronger effect = lower value;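 active means more than half of replicate wells show activity change below -50%, luminescence cut by over half; inconclusive means some wells, but at most half, below -50%; inactive means no replicate well below -50%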;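 further: luciferase reports HSF-1 transcriptional activity via heat shock element; 0% = median of DMSO wells and -100% = zero luminescence signal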
KLF5 inh – suppresses KLF5 promoter-driven expression. DLD-1 KLF5 promoter-luciferase reporter, luminescence. inhibition, % at 5 µM. hit rate 0.23% among 290,000;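 active means inhibition above a per-plate limit of that plate's mean compound inhibition plus 3 SD, cut at about 60% in these data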;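 further: 0% = DMSO wells and 100% = LY294002 at 200 µM; higher means less KLF5 promoter-driven luciferase light; inactives centre near -14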
AI-2 QS modul – modulators of Vibrio harveyi AI-2 quorum sensing system | Vibrio harveyi JMH597 AI-2 luminescence/OD600 ratio, 9 h; stronger effect = lower value; strain lacks LuxN and CqsS sensors; 0 = neutral-control median | activity change, % at 7.5 µM | hit rate 0.4% among 300,000 | AID 2094; in the data active means activity change below about -75%, passing the limit was not always enough; inconclusive means no clear call, values can overlap the other calls;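 further: luminescence divided by OD600 gain over 9 h not by final OD600 alone; inactives centre near 13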
The depositor's hits bear a star; i = inactive; ? = inconclusive; nt = no result given; & = joins results of further samples.

SMILES	Platelet DG rel	aSyn 5UTR inh	HSP90 inh	IEC-6 tox	HIF act	SKKanGAS inh	HSF-1 act	HSF1 inhib	KLF5 inh	AI-2 QS modul
CC(=O)c1ccc(N2CCN(S(=O)(=O)c3ccc4c(c3)NC(=O)CC(=O)N4)CC2)cc1	12	1	-4	-4	0.9	-1	-5	-6	-63	9
CC(=O)c1ccc(N2CCN(S(=O)(=O)c3cn(C)c(C)n3)CC2)cc1	-28	-2	-1	1	-0.4	-7	-2	2	-37	19
O=C(NC1CC2CCC(C1)N2C(=O)NCc1ccccc1)C1CC1 (stereo not given)	7	-16	-3	2	0.1	-6	12	-6	-20	12
Cc1cc2cc(CN(Cc3cccs3)C(=S)NCC3CCCO3)c(=O)[nH]c2cc1C (stereo not given)	11	25	1	0	-0.1	13	18	8	-21	13
CN(Cc1ccccc1)c1oc(COc2ccccc2F)nc1C#N	-14	-7	-4	-8	0.6	12	30	9	-4	16
CCOc1ccc(NC(=O)CN(C)CC(=O)NC(C)c2ccccc2)cc1OCC (stereo not given)	4	1	-1	-2	-0.4	-11	6	-3	2	-3
Cc1nc(SCC(=O)Nn2c(-c3ccccc3)nc3ccccc3c2=O)n[nH]1	3	18	2	1	-0.3	-4	-7	0	16	21
CCOc1ccc(-c2noc(CCCC(=O)NC3CCCC3)n2)cc1OC	1	-1	0	0	-0.5	10	12	-2	-21	1
CC(=O)c1c(N)n(C)c(=O)n(C)c1=O	-3	-10	-1	-7	nt	1	10	2	-13	15
CCOc1cc(C2C3=C(CC(C)(C)CC3=O)Nc3n[nH]c(C)c32)ccc1O (stereo not given)	1	9	2	-3	-0.2	-5	5	7	7	i
O=c1c(Cc2c(F)cccc2Cl)c(O)ccn1Cc1ccc2c(c1)OCO2	6	26	-4	-2	0.0	1	8	-5	-34	8
Cc1c(Cl)cccc1N1C(=O)C2ON(c3ccccc3)C(c3cccnc3)C2C1=O (stereo not given)	-3	-2	-2	0	0.1	-2	-4	-1	-6	45
CCCC(=O)Nc1cccc(NC(=O)CN2CCN(c3ccccc3OC)CC2)c1	-14	-3	4	4	-0.2	-8	13	-3	7	20
FC(F)(F)c1cccc(Cn2c3[n+](c4ccc(C(F)(F)F)cc42)CCCCC3)c1	-25	-6	2	0	-0.1	-2	25	2	-5	28
O=C(CNCc1ccco1)Nc1ccccc1-n1cccc1	-16	12	7	1	1.1	-3	0	2	-9	2
Cc1cc(C(=O)NCCN2CCOCC2)ccc1[N+](=O)[O-]	-2	-16	1	2	-0.3	-12	-11	0	-4	12
Cc1cccc(-c2cc3nc(C)cc(C)n3n2)c1	5	-235	3	13	1.2	-5	60*	33	-174	15
COc1ccccc1C(=O)OCC(=O)Nc1ccccc1OC(F)F	5	-5	-4	7	-0.1	-3	-5	6	-15	15
CC1CCCCN1S(=O)(=O)c1cn(C)c(=O)n(C)c1=O (stereo not given)	1	-10	6	5	-0.3	-3	-12	-2	-12	29
O=C(O)c1cc(-c2cccs2)nn1-c1ccc(F)cc1	13	-10	-1	-11	-0.7	-7	1	-1	-8	7
CCc1cc(-c2n[nH]c(C)c2-c2nc3ccccc3s2)c(O)cc1OCC(=O)NN	12	-4	2	5	-0.7	32	13	7	-17	7
COCCCn1c(SCC(=O)NC2CCCCC2)nnc1-c1ccco1	-4	7	1	-2	1.5	-4	-13	-14	-22	42
O=C(COC(=O)c1ccncc1)NCc1ccccc1	-1	7	-4	-5	-0.1	-2	-7	-2	-2	14
CCCC(=O)Nc1ccccc1-c1nnc(SC)[nH]c1=O	22	8	-2	-2	-0.2	-1	2	1	-16	9
COc1ccccc1C(=O)NCCC(=O)N1CC(=O)Nc2ccccc21	5	13	2	2	0.0	-6	-6	3	-62	11
Cc1c2cnn(-c3ccccc3)c(=O)c2c(C)n1CCCC(=O)NCCN1CCN(C)CC1	0	0	5	3	0.4	-2	-7	-3	-9	26
CCc1ccc2[nH]c(=O)c(CN(Cc3ccc4c(c3)OCO4)C(=O)c3ccco3)cc2c1	0	18	-3	-4	0.3	9	40	19	-18	31
O=C(Nc1cccc(NC(=O)c2cccs2)c1)c1ccc(Br)cc1	2	14	-6	1	0.4	25	7	4	-38	-1
OC[C@H]1O[C@@H](O[C@@H]2[C@@H](CO)O[C@@](O)(CO)[C@H]2O)[C@H](O)[C@@H](O)[C@H]1O	-1	-1	nt	nt	-0.2	0	2	-2	nt	1
CCCn1nnnc1SCC(=O)NNC(=O)c1ccco1	-7	13	-2	2	-0.7	4	-7	-1	13	8
Nc1cccc(Nc2nc(OC(C(F)(F)F)C(F)(F)F)nc(OC(C(F)(F)F)C(F)(F)F)n2)c1	-4	21	-8	-1	0.1	-6	-5	-12	-14	7
CC(=O)c1ccc(N2CCc3ccccc3C2)c([N+](=O)[O-])c1	-1	-68	-3	-3	3.0	15	13	4	-56	18
CC(C)(C)C(=O)NCC12C=CC(O1)C1C(=O)N(c3ccccc3)C(=O)C12 (stereo not given)	0	8	2	6	nt	-2	203*	184	-8	12
COc1ccc(NC(=O)C(NC(=O)CC2NC(=O)NC2=O)c2ccccc2)cc1 (stereo not given)	-4	4	-1	3	0.4	-1	-16	-3	-9	-1
Cc1ccc(Nc2nnc(SCC3CCCCO3)s2)cc1 (stereo not given)	-6	-137	-3	3	0.9	-12	25	13	-36	35
COc1ccc(C(=O)Nc2ccccc2C(=O)NC(C)C)cc1OC	-4	10	-3	1	-0.6	-6	16	0	-10	1
CC(=O)NCc1nc2ccccc2n1Cc1ccccc1C	8	32	-2	6	-0.3	-6	-7	-2	-42	16
COC(=O)c1nn(-c2ccc(Cl)cc2)c(=O)cc1Sc1ccccn1	2	-5	1	0	-0.3	2	3	-2	-16	15
Cc1cccc(COCC(Cc2ccccc2)N2CCN(C(=O)c3ccc(Cl)c(Cl)c3)CCC2=O)c1 (stereo not given)	-1	41	0	-4	0.0	24	-9	9	-17	17
O=C(CCc1nc2ccccc2s1)OCC(=O)c1ccc[nH]1	-16	9	-2	-3	-0.4	4	11	-2	10	-10
Fc1ccccc1CNC(=S)NCc1ccc(Cl)cc1	-5	11	-5	-1	-0.6	14	22	-3	-30	-21
O=c1c2oc3ccccc3c2ncn1Cc1ccc(Cl)cc1	-3	-29	0	-6	1.1	8	5	4	-1	0
COc1cccc(CN2CCC(n3nccc3NC(=O)CCCc3ccccc3)CC2)c1O	5	0	-2	-4	0.0	-5	-62	?	-6	14
COc1ccc2nc3oc(C(=O)N4CCN(c5cccc(C(F)(F)F)c5)CC4)cc3cc2c1	10	-17	0	-6	-0.6	1	4	0	-12	11
CN=C(Nc1ccc(C(=O)OC)s1)c1ccccc1	4	15	2	3	1.8	-16	29	5	-28	19
CNC(=O)c1c(NC(=O)CS(=O)(=O)c2ccc(F)cc2)sc(C)c1C	-9	-6	nt	nt	-0.3	15	-9	-2	nt	17
O=C(O)CCCC(=O)Nc1cccc([N+](=O)[O-])c1	1	-12	6	4	0.0	3	3	1	-25	-2
O=C1c2oc3ccccc3c(=O)c2C(c2cccc(O)c2)N1c1ccccn1 (stereo not given)	7	-10	0	-3	0.1	3	13	3	-13	10
COCCCNC(=O)CNC(=S)N(Cc1cc(OC)c(OC)c(OC)c1)C1CCCC1	-12	10	2	2	-0.4	-2	0	-13	-37	11
COc1cc(C(=O)N2CCCN(c3nc4cc(C)ccc4cc3C#N)CC2)cc(OC)c1OC	2	-6	nt	nt	-1.3	-7	3	-6	nt	-6
O=[N+]([O-])c1ccc(Cl)c(CN2CCCCCC2)c1	7	16	2	4	1.5	-18	-1	2	-12	-2
C=CCc1ccc(OCCOCCN(C)C)c(OC)c1	1	-9	-1	-5	0.8	13	-3	1	-5	30
O=C(CCc1nnc(Cc2cccc(C(F)(F)F)c2)o1)NC1CC1	3	-2	-11	-8	0.0	-3	-2	-1	-25	23
Cc1ccc2[nH]cc(CCNC(=O)c3ccc4c(c3)OCO4)c2c1	-4	-19	-1	6	-2.0	1	39	5	-32	-80*
S=c1[nH]ccn1-c1ccccc1Cl	-2	-14	-1&0	0&-1	0.0	4	-4	4	-1&-14	12
Cc1cc(N/C=C\c2nnnn2-c2ccccc2)no1	3	-17	-4	2	1.4	-4	-7	4	-14	19
CCOC(=O)c1noc(C)c1C(=O)Nc1nc(C)cc(C)n1	-7	5	2	3	0.1	-6	0	-6	18	13
CC(C)CC(C)c1cc(N)nc2nc3ccccc3n12 (stereo not given)	-5	8	2	3	-0.2	-3	-6	12	-13	24
COC(=O)C(C)(C)ONC(=O)Nc1ccc(Br)cc1	-5	-8	2	2	-0.1	-5	-48	-36	-13	29
O=S(=O)(NCCN1CCOCC1)c1ccc(-c2ccc(S(=O)(=O)NCCN3CCOCC3)cc2)cc1	2	0	1	4	0.5	3	22	-1	7	14
Next part:
SMILES	Platelet DG rel	aSyn 5UTR inh	HSP90 inh	IEC-6 tox	HIF act	SKKanGAS inh	HSF-1 act	HSF1 inhib	KLF5 inh	AI-2 QS modul
CCCNC(=S)NC1CC2CCC(C1)N2Cc1ccccc1 (stereo not given)	-4	-4	1	1	-0.1	12	7	-6	-21	2
NC(=O)c1cc(S(=O)(=O)Nc2ccc(OC(F)(F)F)cc2)cs1	0	-7	-4	12	-0.9	-3	7	3	-18	10
O=C(CCCN1C(=O)c2ccccc2C1=O)NCCc1ccc(OC(F)F)cc1	-5	-6	-3	2	-0.3	1	2	-1	-9	41
CCc1cc2c(=O)c(-c3nc4ccccc4n3C)c(COCC(=O)O)oc2cc1OC(=O)C(C)(C)C	7	-2	-3	1	-0.2	9	30	10	-12	33
CC(=O)Nc1ccc(NC(=O)Cn2c(=O)n(-c3ccccc3)c(=O)c3oc4ccccc4c32)cc1	-11	9	-1	-4	-0.6	-4	5	6	-25	30
Cc1ccc(S(=O)(=O)NCCCn2ccnc2)cc1C(=O)NC(C)C	-1	-6	-2	-5	0.0	nt	-7	-7	-48	6
CCOCCN(C(=O)c1ccccc1Cl)c1cccc(C)c1C	0	-5	3	6	0.2	3	15	-4	-18	1
COc1ccccc1NC(=O)Cn1c(C)cc(=O)c2cccc(OC)c21	-2	-45	3	-5	-0.6	9	3	-1	-2	16
Cc1cc(/C=N/NC(=O)C(=O)NCc2ccccn2)c(C)n1-c1ccccc1	-15	-16	1	4	-0.2	-10	1	7	2	21
Cc1cccc(C)c1NC(=O)c1cnn(-c2ccccc2)c1C	-5	16	3	2	-22	-2	41	12	-32	0
CCc1ccc(CNC(=O)CCCn2c(=O)c3cccn3c3cccnc32)cc1	-6	27	0	10	-0.4	-7	1	2	-17	1
Cc1ccc(CNC(=O)Cn2nnc(C(=O)Nc3cccc(C)c3C)c2N)cc1	-11	7	-6	-1	0.1	-11	-1	5	-2	14
COc1cccc(CNc2ccc(F)c([N+](=O)[O-])c2)c1O	0	-26	-4	5	0.5	6	45	36	-19	-1
CCN(CC)c1nc2nonc2nc1N(CC)CC	4	0	2	-5	0.6	2	-3	-6	-27	7

Bioassay records from PubChem BioAssay.
